aGal spleen mod – inhibits or activates alpha-galactosidase in human spleen homogenate | human spleen homogenate, 4MU-alpha-Gal fluorescence, 40 min | Potency, µM (highest dose often 80 µM), inactives show at the top dose activity change, negative = inhibition, most hits filed as inhibitors | P06280 | AID 2107 | 240,000 tested, 0.008% active;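 further: potency means the concentration at half of the fitted maximal effect; 0% = enzyme with vehicle and -100% = no enzyme basal signal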
Target sequence (P06280 32-429 limits assumed): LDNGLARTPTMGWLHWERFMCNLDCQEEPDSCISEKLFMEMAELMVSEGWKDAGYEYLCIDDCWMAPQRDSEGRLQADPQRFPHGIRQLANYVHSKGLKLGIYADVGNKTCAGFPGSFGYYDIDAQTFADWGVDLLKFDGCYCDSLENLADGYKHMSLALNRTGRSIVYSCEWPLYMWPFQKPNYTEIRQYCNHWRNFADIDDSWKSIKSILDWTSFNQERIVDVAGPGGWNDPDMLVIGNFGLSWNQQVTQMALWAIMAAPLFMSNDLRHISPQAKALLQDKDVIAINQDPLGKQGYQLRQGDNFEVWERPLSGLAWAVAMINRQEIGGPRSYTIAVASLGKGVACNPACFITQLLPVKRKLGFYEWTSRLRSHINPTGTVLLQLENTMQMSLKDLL
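Human spleen homogenate (1 ug) was the enzyme source, with 4-methylumbelliferyl-alpha-D-galactopyranoside (1 mM final) in pH 5.0 citrate buffer with 0.01% Tween-20. Compounds were titrated; after 40 min at 37C, NaOH/glycine stop, 4-MU fluorescence read; AC50 from Hill fits.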
NPSR antagonist – blocks cAMP signaling of the human neuropeptide S receptor; Q6W5P4; CHO-NPSR cells, cAMP TR-FRET, antagonist mode; Potency, µM (titrated, usually from 38.3 µM), for the others: at the top dose activity change, negative = inhibition, most hits filed as inhibitors; 220,000 tested, 1% active; further: potency means the concentration at half of the fitted maximal effect; on the % scale 0 is the no-effect control and ±100 the full control effect; nearly all actives have a fitted effect of over 50% in size; many of its hits are not listed in these tables
Target sequence (Q6W5P4 whole entry, looked up): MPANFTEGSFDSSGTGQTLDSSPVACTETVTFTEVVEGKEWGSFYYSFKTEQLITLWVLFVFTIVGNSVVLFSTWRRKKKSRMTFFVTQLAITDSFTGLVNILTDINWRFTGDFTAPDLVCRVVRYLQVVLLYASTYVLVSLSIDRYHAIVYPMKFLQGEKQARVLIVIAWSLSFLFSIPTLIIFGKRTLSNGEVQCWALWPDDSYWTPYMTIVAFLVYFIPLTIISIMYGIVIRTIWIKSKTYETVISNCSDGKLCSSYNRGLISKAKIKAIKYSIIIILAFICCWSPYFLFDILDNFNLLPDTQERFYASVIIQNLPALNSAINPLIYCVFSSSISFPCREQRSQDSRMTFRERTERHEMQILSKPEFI
Lamin A splicing – changes lamin A minigene splicing in HeLa cells. AID 1487. Potency, µM (doses to about 46.1 µM), for the others: at the top dose ratio change, negative = inhibition, hits mostly inhibitors. HeLa LMNA splicing GFP/RFP minigene ratio, 48 h. 200,000 tested, 0.01% active; active means well fitted inhibition curve with a large enough effect in the signal ratio, with a control signal flat, not every such curve was filed as active; inconclusive means small, poorly fitted or top-dose-only effect, or effect the other way, or a change in a side signal; the % refers to the signal ratio; further: potency means the concentration at half of the fitted maximal effect; on the % scale 0 is the no-effect control and ±100 the full control effect
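Read-out is the ratio of GFP to DsRed2 object intensity, acquired by 488 nm laser-scanning cytometry on HeLa lamin A-EGFP minigene reporter cells. Compound incubation 48 hrs at 37 °C in Opti-MEM with 2% FBS; DMSO 0.5% final.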
Epigenetic reg – regulators of epigenetic silencing causing reporter derepression in mouse cells | Potency, µM (highest dose often 53.9 µM), for inactives: at the top dose GFP activation, usual class: activators | AID 1865 | 280,000 tested, 0.2% active | murine LDR cells, GFP reporter derepression, 30 h; further: potency means the concentration at half of the fitted maximal effect; % of control where 0% means no effect; nearly all actives have a fitted effect of over 60% in size
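Murine LDR cells carrying a silenced, genomically integrated CMV-driven GFP reporter were exposed to compound for 30 hours at 37 C. After PBS washes, GFP-positive cells (20–120 um objects) were counted by laser-scanning microplate cytometry.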
KinaseGlo FLuc – Kinase-Glo luciferase inhibition (counter-screen) | Potency, µM (doses to about 38.3 µM), inactives show top-dose activity change, negative = inhibition, hits mostly inhibitors | Q27757 | Kinase-Glo luciferase, ATP luminescence, 8 min | 200,000 tested, 0.28% active; further: potency means the concentration at half of the fitted maximal effect; on the % scale 0 is the no-effect control and ±100 the full control effect; nearly all actives have a fitted effect of over 60% in size
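Kinase-Glo luciferase light output from ATP and luciferin was measured with 10 uM ATP, within the enzyme's linear range. Buffer: 50 mM imidazole pH 7.2, 50 mM KCl, 7 mM MgCl2, 0.01% Tween 20, 0.05% BSA; luminescence read after 8 min at ambient temperature.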
CBFb RUNX1 block – inhibitors of human CBF-beta and RUNX1 interaction; AlphaScreen CBFb-His/RUNX1-biotin binding, biochemical; Potency, µM (doses to about 59.8 µM), without a hit: at the highest dose activity, negative = inhibition, most hits filed as inhibitors; 230,000 tested, under 10 active; further: % of control where 0% means no effect
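His-tagged CBF-beta and biotinylated RUNX1 (30 nM each) were premixed 20 min at room temperature, exposed to compound for 15 min, then given nickel-chelate and streptavidin AlphaScreen beads (50 ng each). After 90 min, AlphaScreen signal was read.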
IMPase Li inh – cell-permeable IMPase inhibitors with lithium potentiation; CHO-M1 cells, IP1 TR-FRET (IP-One), carbachol + lithium; Potency, µM (top dose mostly 59.4 µM), inactives show top-dose activity, negative = IMPase inhibition, hits mostly inhibitors; 210,000 tested, 0.35% active;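 further: IP1 builds up when IMPase is blocked and the TR-FRET signal falls; potency means the concentration at half of the fitted maximal effect; plate controls were basal vehicle for no effect and high inhibitor control for full effect; nearly all actives have a fitted effect of over 50% in size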
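Readout is a homogeneous TR-FRET IP1 immunoassay (Ex 320, Em 665 and 620), where raised cytosolic IP1 lowers signal. Cells were CHO-M1 treated 30 min at 37C with test compounds plus a little lithium; AC50 values came from Hill-equation fitting.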
Numbers without * were called inactive; ? = inconclusive; / = no result given; & = joins results of further samples; [ ] = remark or other dose. Unless noted, the call rests on the fitted dose curve; in most records, active means well fitted curve in the direction sought with a large enough effect; inconclusive means small, poorly fitted or top-dose-only effect, or another doubt; inactive means no such curve, though single readings can be large; an effect the other way counts as inactive or inconclusive. Only part of the results is shown; count on the stated rates, not on these rows.

SMILES	aGal spleen mod	NPSR antagonist	Lamin A splicing	Epigenetic reg	KinaseGlo FLuc	CBFb RUNX1 block	IMPase Li inh
Cc1cccc(/C=N/c2sc3c(c2C#N)CCN(Cc2ccccc2)C3)c1O	5%	12%	-16%	9.4%	-4%	-3%	5%
Cc1cc2oc(C(=O)NC3CCS(=O)(=O)C3)c(C)c2cc1C (centres undefined)	-10%	2%[46.1 µM]	12%	-0.8%	-2%	1%	8%[38.3 µM]
Cc1ccc(C(=O)Nc2nccs2)cc1S(=O)(=O)N1CCCCC1	1%	9%[46.1 µM]	?	-1.0%	7%	4%	4%[38.3 µM]
CC(=O)c1cc(N2CCOCC2)ccc1[N+](=O)[O-]	-11%	7%	/	0.0%	3%	3%	-1%
O=C(COC(=O)C12CC3CC(CC(C3)C1)C2)NC12CC3CC(CC(C3)C1)C2	-3%	?	22%[0.0737 µM]	0.0%	-1%	1%	-7%[38.3 µM]
COc1ccccc1NC(=O)N1CCN(c2ccc3nnc(-c4ccc(F)cc4)n3n2)CC1	14%	-32%	/	-4.2%&0.8%	/	10%	/
O=[N+]([O-])c1ccc(COc2ccc(Br)cc2CN2CCOCC2)cc1	-1%	-35%	?	-0.2%	-1%	-9%	22%
COc1ccccc1N(CC(O)Cn1nc(C)cc1C)S(=O)(=O)c1ccccc1 (centres undefined)	0%	-3%	/	0.9%	0%	-11%	30%[activator]
Cc1c(NC(=O)CSc2nc(-c3ccco3)cc(C(F)(F)F)n2)c(=O)n(-c2ccccc2)n1C	8%	-25%[46.1 µM]	3%	0.0%	1%	6%	14%[38.3 µM]
CCS(=O)(=O)NCc1csc(-c2ccccc2)n1	-1%	0%[46.1 µM]	4%	0.0%	-3%	12%	0%[38.3 µM]
CC[C@H](C)[C@H](NC(N)=O)C(=O)Nc1ccc(NC(C)=O)cc1	15%	-12%	9%[46 µM]	2.1%	/	12%	/
CCc1ccc(S(=O)(=O)NCCc2cn3cccc(C)c3n2)s1	1%	5%	10%[9.22 µM]	-0.5%	10%	-5%	1%
Cc1ccc(C(=O)COC(=O)CNC(=O)CNC(=O)c2ccc(C)cc2)cc1	-1%	19%	?	-2.4%	-6%	-19%	-21%
CCOC(=O)CSc1nnc(Cn2nnc3ccccc32)n1-c1ccc(F)cc1	-4%	-14%	/	-1.0%	/	7%	/
CCn1nc(C)c(Oc2ccccc2O)c1C	1%	-8%[46.1 µM]	?	-1.0%	-5%	2%	24%[38.3 µM]
COC(=O)C1C(O)C(C)C(O)C(C)(O)/C=C\C=C(/C)C(=O)Nc2c(C)c(OC(C)=O)c3c(c2O)C(=O)C(C)=C2OCOC(=C23)/C(C)=C/C(C)(O)C(O)C(C)C1O (centres undefined)	-24%	4%	/	-1.2%	/	-19%	/
C=C1CCN([C@H](C(=O)NCc2ccc(OC)cc2)C(C)C)S(=O)(=O)c2ccccc21	5%	8%	/	0.2%	/	15%	/
O=C(Nc1ccc(C(=O)N2CCOCC2)cc1)c1cccc([N+](=O)[O-])c1	3%	-15%	/	2.4%	2%	7%	2%
CCOC(=O)C(=O)Nc1ccc(S(=O)(=O)Nc2ncccn2)cc1	-5%	2%[46.1 µM]	14%	0.8%	18%	-2%	31%[38.3 µM]
COc1ccc(-c2cnnc(N/N=C/C(C)=C/c3ccccc3)n2)cc1	2%	13%	-16%	-1.0%	5%	4%	-4%
CCc1ccc(Nc2ncnc3nc[nH]c23)cc1	-7%	-7%	/	0.0%	/	8%	/
COc1cc(/C=C/C(=O)OCC(=O)N2CCC(Cc3ccccc3)CC2)ccc1O	-12%	-18%	?	0.0%	-2%	-10%	10%
COC(=O)c1ccc(NCC(=O)Nc2cc(C)cc(C)c2)cc1	0%	-10%	/	1.1%	/	9%	/
C=CCOc1ccc(C2NC(=S)NC(c3ccccc3)=C2C(C)=O)cc1OC (centres undefined)	1%	-31%	-8%[46 µM]	-0.1%	-1%	-4%	10%
c1ccc(CSc2ncn(-c3ccccc3)n2)cc1	4%	-26%[46.1 µM]	-1%	3.1%	-4%	10%	7%[38.3 µM]
Cc1cc(/C=N/n2c(COc3ccccc3)nc3ccccc3c2=O)c(O)c([N+](=O)[O-])c1	-3%	-22%	?	-3.2%	-5%	/	0%
CC(=O)N(O)[C@@H]1c2cc(C#N)ccc2OC(C)(C)[C@H]1O	-12%	/	/	2.3%	-1%	-3%	-5%
O=C(CSc1cccc2cccnc12)NCc1ccco1	-11%	-1%[46.1 µM]	8%	1.0%	2%	-1%	-2%[38.3 µM]
C=CCn1c(C(c2ccccc2)c2ccccc2)n[nH]c1=S	-28%	-5%	12%	-1.8%	-2%	3%	-3%
S=C(NCCN1CCOCC1)Nc1ccccc1Cl	0%	28%	?	0.0%	1%	-4%	8%
Cc1cccc(N2C(=O)C(CC(=O)Nc3cccc(F)c3)N(CCc3ccncc3)C2=O)c1 (centres undefined)	4%	-6%	?	-1.4%&7.1%	3%	1%	12%
COc1ccc(S(=O)(=O)NCC2CCCN(C(=O)C3CCCC3)C2)cc1 (centres undefined)	0%	-5%	0%[46 µM]	-6.0%	2%	7%	11%
CCCCNC(=O)C(Sc1ccccc1)c1ccccc1 (centres undefined)	3%	1%	?	3.5%	-1%	-2%	11%
CCc1nnc(NC(=O)c2ccc(S(=O)(=O)N3CCc4ccccc4C3)cc2)s1	-5%	-7%	-10%	-1.1%	6%	9%	-5%
O=C(O)[C@H]1C[C@@H](CP(=O)(O)O)CCN1	-6%&10%	/	/	-1.1%	-4%	0%	8%
CCOC(=O)c1c(C)[nH]c(C(=O)CSc2nc3ccccc3o2)c1C	8%	-8%[46.1 µM]	7%	-1.1%	-3%	0%	-14%[38.3 µM]
COc1ccc(C(CNC(=O)c2ccco2)N2CCCCC2)cc1 (centres undefined)	-7%	4%	22%[46 µM]	-1.4%	-1%	6%	17%
COc1cc(/C=N/NC(=O)c2ccc(CSc3nncn3C)cc2)ccc1OCC(=O)N1CC(C)OC(C)C1 (centres undefined)	-4%	3%	-8%[46 µM]	-2.9%	2%	20%	5%
NC(=O)[C@@H]1CCCN1Cc1nc(Cc2ccccc2Cl)no1	-5%	-15%	/	-5.9%	-2%	6%	-2%
Cc1ccsc1/C=N/NC(=O)CSCc1ccc(Cl)cc1	-4%	-5%[46.1 µM]	?	1.5%	-5%	1%	34%[activator][38.3 µM]

3 compounds already listed, arranged by number of heavy atoms, rising.
SMILES	aGal spleen mod	NPSR antagonist	Lamin A splicing	Epigenetic reg	KinaseGlo FLuc	CBFb RUNX1 block	IMPase Li inh
S=C(NCCN1CCOCC1)Nc1ccccc1Cl	0%	28%	?	0.0%	1%	-4%	8%
NC(=O)[C@@H]1CCCN1Cc1nc(Cc2ccccc2Cl)no1	-5%	-15%	/	-5.9%	-2%	6%	-2%
COc1cc(/C=C/C(=O)OCC(=O)N2CCC(Cc3ccccc3)CC2)ccc1O	-12%	-18%	?	0.0%	-2%	-10%	10%

Carrying on.
SMILES	aGal spleen mod	NPSR antagonist	Lamin A splicing	Epigenetic reg	KinaseGlo FLuc	CBFb RUNX1 block	IMPase Li inh
Cc1ccc(Cc2nnc3n(-c4ccccc4)nc(C(=O)c4ccccc4)n3c2=O)cc1	3%	-19%[46.1 µM]	-17%	2.0%	1%	7%	-6%
Cc1ccc2cc(C#N)c(SCC(=O)NCC3CCCO3)nc2c1 (centres undefined)	-23%	?	10%	-2.5%	-4%	-4%	10µM*
Cc1ccc(NC(=O)/C=C/c2cccc([N+](=O)[O-])c2)nc1	-3%	3%	12%[46 µM]	-1.4%	5%	-3%	-10%
COc1ccc(OC(C)C(=O)N2CC(C)OC(C)C2)cc1 (centres undefined)	9%	-4%[46.1 µM]	1%	-0.8%	1%	6%	-5%[38.3 µM]
O=C(C1CC1c1ccccc1)N1CCOCC1 (centres undefined)	-3%	-1%[46.1 µM]	-3%	1.3%	0%	2%	-10%[38.3 µM]
COc1ccc(O)c(/C=N/Nc2nc3ccccc3[nH]2)c1	-4%	-18%	-6%[46 µM]	1.3%	-5%	-6%	8%
Cc1ccc(C)c(NC(=S)NC(C)C(c2ccccc2)N2CCN(C)CC2)c1 (centres undefined)	1%	-6%	-13%[46 µM]	1.1%	-1%	4%	8%
COCCNC(=O)NC(=O)COC(=O)Cc1ccc2c(c1)OCCO2	5%	-6%[46.1 µM]	-6%	0.1%	2%	17%	8%
CC(=O)Nc1cccc(C(=O)Oc2cccc(C)c2)c1O	9%	-18%[46.1 µM]	-9%	0.0%	1%	1%	15%[38.3 µM]
Cc1cc(C)n(-c2ccc(C(=O)OCC(=O)Nc3ccc(S(=O)(=O)N4CCCCC4)cc3)cc2)n1	-2%	-11%[46.1 µM]	11%	-6.0%	-6%	-8%	4%[38.3 µM]
CCN(c1ccccc1)S(=O)(=O)c1ccc(OC)c(NS(=O)(=O)c2cccs2)c1	1%	-24%	-14%[46 µM]	-0.2%	1%	2%	9%
O=C(CCl)c1ccc2c(c1)CCN2C(=O)C1CCCCC1	-6%	9%	?	?	-3%	-1%	21%
O=C(N/N=C/c1ccc(-c2ccc([N+](=O)[O-])cc2)o1)c1cccnc1	-19%	34%	?	?	/	14%	/
COc1ccc(OCC(=O)N/N=C2\CCCCc3ccccc32)cc1	4%	-15%	/	0.0%	0%	-13%	8%
CC1CCCCN1C(=O)c1ccccc1NC(=O)c1ccco1 (centres undefined)	1%	?	5%	0.0%	5%	3%	12%[38.3 µM]
Cc1nc(-c2coc3c(O)c(O)ccc3c2=O)cs1	8%	/	/	1.1%	-16%	?	45%[activator]
O=C(Cc1ccccc1)Nc1ccc(NC(=O)c2cccs2)cc1Cl	-10%	8%	15%[46 µM]	9.2%	0%	0%	-2%
Cc1nn(C2CCCCC2)c(N)c1-c1ccccc1	-1%	12%[46.1 µM]	2%	-0.8%	2%	0%	-5%[38.3 µM]
CC(=O)Oc1cc2c(C(=O)NCCCN3CCOCC3)c(C)oc2c2ccccc12	0%	0%[46.1 µM]	?	0.0%	-6%	0%	14%[38.3 µM]
CC(C)Oc1ccc(C(=O)Nc2ccc(N3CCCCC3)cc2)cc1	6%	5%	2%	0.0%	-3%	1%	-4%
O=C(CCCCn1c(=O)c2ccccc2n(CC(=O)Nc2ccccc2)c1=O)NCc1ccco1	4%	-10%[46.1 µM]	12%	5.3%	-3%	-3%	-9%[38.3 µM]
COc1ccc(-n2c(=O)c3c4c(sc3n3c(=S)[nH]nc23)CCCC4)cc1	6%	-23%	18%	-0.9%	3%	-9%	7%

Assay outcomes (PubChem)
